# HCV inh – inhibitors of hepatitis C virus infection. Potency, µM (titrated, usually from 41.8 µM), for inactives: at the highest dose activity change, negative = inhibition, actives largely listed as inhibitors. AID 651820. Huh7.5.1 HCVcc-Cre infection, luciferase reporter, 44 h. hit rate 3.4% among 340,000
#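 Infectious HCV cell culture screen: compound-treated cells (1,000/well, pre-plated 4 h) are infected with HCVcc-Cre at roughly 0.5 moi and grown 44 h. Infection is quantified by luciferase signal after 15 min substrate incubation at room temperature.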
# TbPYK inhibitor – inhibitors of Trypanosoma brucei pyruvate kinase; TbPYK enzyme, Kinase-Glo Plus ATP luminescence, 45 min; hit rate 0.12% among 410,000; Potency, µM (doses to about 76.8 µM), inactives show at the top dose activity, negative = inhibition, most hits filed as inhibitors; also: nearly all actives have a fitted effect of over 50% in size
#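 Activity of T. brucei pyruvate kinase was followed by Kinase-Glo Plus luminescence after the enzyme reacted 45 min at room temperature with 130 uM ADP (final) and substrate. Test compounds were added before ADP at multiple concentrations.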
# An asterisk follows results filed as active; ? = inconclusive; [ ] = another dose, or the depositor's remark. Calls follow the shape of the dose curve; as a rule, active = well fitted curve in the direction sought with a large enough effect; inconclusive = small, poorly fitted or top-dose-only effect, or another doubt; inactive = no such curve, though single readings can be large; an effect the other way counts as inactive or inconclusive. % is scaled to controls: 0 for no effect and ±100 for the full control effect; potency is read from the fitted curve at half-maximal effect. The list is partial. The share of hits here may be higher or lower than overall.
# Start of the data: the first 2 compounds (preview)
molecule	TbPYK inhibitor	HCV inh
COc1ccc(C2C3=C(COC3=O)Oc3cc4c(cc32)OCO4)cc1OC (stereo unspecified)	-1%	6%
O=C(OCC(=O)c1ccc(Br)s1)c1ccc(O)cc1	0%	-16%

# This part in full, from the start:
molecule	TbPYK inhibitor	HCV inh
COc1ccc(C2C3=C(COC3=O)Oc3cc4c(cc32)OCO4)cc1OC (stereo unspecified)	-1%	6%
O=C(OCC(=O)c1ccc(Br)s1)c1ccc(O)cc1	0%	-16%
Fc1ccc(-c2ccc3c(c2)C2CC3CCN2)cc1 (stereo unspecified)	2%	-12%[8.37 µM]
Cc1ccc(-c2cc(C(=O)Nc3c(C)n(C)n(-c4ccccc4)c3=O)c3ccccc3n2)cc1	-4%	4%
C[C@@H]1COC(=O)[C@@H](CC(=O)OC(C)(C)C)C/C=C\C[C@H](CC(=O)NCCO)C(=O)N1	1%	18%
COc1ccc(/C=C/C(=O)OCC(=O)NC(C)CCc2ccccc2)cc1 (stereo unspecified)	4%	-3%
O=C1CCC/C=C/C[C@@H](CC(=O)N(CCO)Cc2ccccc2)C(=O)NC[C@@H](c2ccccc2)O1	4%	19%
CCOC(=O)c1c(-n2c(C)cc(/C=C3/C(=O)NC(=O)N(CC)C3=O)c2C)sc2c1CCCC2	-6%	5%
CC(C)C(C)N(Cc1cccc(C(=O)O)c1)C(=O)c1ccc2ccccc2n1 (stereo unspecified)	2%	10%
COC(=O)c1ccc(OCC(=O)NC2CCCCCCC2)cc1	3%	3%
Cc1ccc(S(=O)(=O)N2C[C@@H]3CCCC[C@@H]3[C@@H](C)[C@H]2c2cn(Cc3ccccc3)c3ccccc23)cc1	6%	?
Cc1cc(=O)[nH]c2sc(C(=O)N3c4ccccc4CC3C)c(N)c12 (stereo unspecified)	-1%	-18%

# Two of these compounds in another layout.
COc1ccc(C2C3=C(COC3=O)Oc3cc4c(cc32)OCO4)cc1OC (stereo unspecified)
  TbPYK inhibitor = -1%	HCV inh = 6%

O=C(OCC(=O)c1ccc(Br)s1)c1ccc(O)cc1
  TbPYK inhibitor = 0%	HCV inh = -16%

# Continued.
molecule	TbPYK inhibitor	HCV inh
COc1ccc2sc(-c3ccc(SC)cc3)c(/C=C/c3ccc(OC)c(OC)c3)c2c1	-5%	13%
COc1ccc(NC(=O)N(C)C[C@H]2Oc3c(NS(=O)(=O)c4cn(C)cn4)cccc3C(=O)N([C@H](C)CO)C[C@@H]2C)cc1	-12%	4%
CC(=O)Nc1ccc(S(=O)(=O)NC(C(=O)O)C(C)C)cc1 (stereo unspecified)	-5%	24%
CC[C@]12c3[nH]c4cc(CCC(=O)N(C)C)ccc4c3CCN1C(=O)[C@@H](CC(=O)NCCCn1ccnc1)C[C@@H]2C(=O)N1CCN(C(=O)C2CC2)CC1	6%	?
CC1CCN(c2ccc3c(c2)S(=O)(=O)c2cccc(C(=O)O)c2C3=O)CC1	-2%	3%
CC(C)(C)c1ccc(-n2ncc3c2CCCC3NC(=O)c2ccncc2)cc1 (stereo unspecified)	-6%	?
O=c1c2ccccc2[nH]c(=S)n1CC1CCCO1 (stereo unspecified)	-5%	14%
O=C(NCc1ccc(OC(F)(F)F)cc1)c1cccc2c1C(=O)c1ccc(N3CCCC3)cc1S2(=O)=O	-9%	5%
CCC1CCCCN1S(=O)(=O)c1ccc(NC(=O)C2CC(=O)N(C(C)(C)C)C2)cc1 (stereo unspecified)	-8%	4%
CN1C(=O)C(CC#N)(C2(CC#N)C(=O)N(C)c3ccccc32)c2ccccc21 (stereo unspecified)	-2%	-83%
O=C(Nc1cccc(Cl)c1Cl)C1CCCC1	0%	2%
COc1ccccc1OCC(=O)NC1CCCCCCC1	9%	-10%
Cc1c(N)cc2c(c1N)C(C)(C)CC2(C)C	-7%	1%
CCOc1ccccc1Nc1nnc(SCC(=O)NCC2CCCO2)s1 (stereo unspecified)	-5%	-2%
O=C1[C@@H](Oc2ccccc2)[C@@H](c2cnc3ccccc3c2)N1c1ccccc1	6%	?
COc1ccc(-c2cc(C(=O)N(C)Cc3nc4ccccc4c(=O)[nH]3)c3ccccc3n2)cc1OC	6%	?
CC[C@H](C)[C@H]1CNC(=S)N1CC1CCN(CCCCc2ccccc2)CC1	-2%	-2%
O=[N+]([O-])c1cccc(SSc2cccc([N+](=O)[O-])c2)c1	11µM*	?
COc1cc(SC)ccc1C(=O)NNC(=O)C1COc2ccccc2O1 (stereo unspecified)	2%	14%
CN1OC[C@@H]2CN(C(=O)CCc3ccccc3)[C@H](c3cccc(-c4ccccc4)c3)C[C@@H]21	3%	1%[8.37 µM]
O=C1Cc2c(-c3ccccc3)cc(-c3cccc(Cl)c3)nc2-c2ccccc2N1	1%	?
CC[C@]12c3[nH]c4cc(-c5ccco5)ccc4c3CCN1C(=O)[C@@H](CC(=O)NCCCn1ccnc1)C[C@@H]2C(=O)N1CCN(C(=O)C2CC2)CC1	5%	7%[8.37 µM]
O=C(Oc1ccc(Br)cc1C(=O)/C=C/c1ccccc1F)c1ccco1	2%	10µM*
C[C@@H]1COC(=O)[C@@H](CC(=O)OC(C)(C)C)C/C=C\C[C@@H](CC(=O)N(CCO)Cc2ccccc2)C(=O)N1	-2%	5%
C#CCOCCOCCOCCNc1nc(N2CCOCC2)nc(N2CCN(C(=O)[C@H](CCCCN)n3cc(CCCC)nn3)CC2)n1	3%	-2%[8.37 µM]
CCOC(=O)/C(=C\c1ccccc1)C(=O)CCN1CCOCC1	-29%	10µM*
CC1(C)Nc2ccccc2C(=O)N1c1ccc(Br)cc1	7%	-3%
O=C(/C=C/Nc1ccc(F)cc1F)c1ccc(Br)cc1	3%	17%
CCCOC(=O)c1ccc(NC(=O)COC(=O)C2CCN(c3ccc(C(F)(F)F)cn3)CC2)cc1	3%	19%
Cc1cc(C)c(C#N)c(SCC(=O)Nc2cc(C)on2)n1	-2%	-5%
CC(=O)NC12CC3CC(C1)CC(C(=O)N1CCN(c4ncccn4)CC1)(C3)C2	-9%	28%
COc1ccc(S(=O)(=O)Nc2ccccc2)cc1	-3%	4%
CC(=O)c1cccc(S(=O)(=O)Nc2ccccc2N2CCOCC2)c1	3%	6%
Cc1nc(-c2ccc(Cl)cc2)sc1C1(C)CC(c2ccc(Cl)cc2)=NO1 (stereo unspecified)	-1%	12%
c1ccc2[nH]cnc2c1	-11%	?
CC(C)C[C@@H](CN1CCC[C@@H]1CN1C(=O)C(=O)NC[C@@H]1Cc1ccccc1)N1C[C@H](Cc2ccc(O)cc2)N(CCc2ccccc2)C(=O)C1=O	1%	17%
CC1CC(C)(C)CC2(C1)NC(=O)N(CC(=O)N1CCN(S(=O)(=O)c3cccc(F)c3)CC1)C2=O (stereo unspecified)	5%	-6%
O=C(/C=C/c1ccc([N+](=O)[O-])cc1)OCC(=O)N1CCCC1	-3%	4%
O=C(CSc1ncnc2sccc12)NC1CCS(=O)(=O)C1 (stereo unspecified)	-1%	13%
C#CCOCCOCCOCCNc1nc(N2CCN(C(=O)[C@H](C(C)C)n3cc(CCO)nn3)CC2)nc(N2CCN(C(=O)[C@H](Cc3ccc(O)cc3)n3cc(CCO)nn3)CC2)n1	0%	-8%
COc1ccc2c(c1)OC[C@H]1[C@H]2N2C(=O)c3ccc(C)cc3NC(=O)[C@@]2(C)[C@H]1c1ccccc1	?	?
COc1ccccc1NC(=O)NNC(=O)c1ccncc1	-7%	-1%
CN(C(=O)CSc1nnc(Cc2ccccc2F)n1N)C1CCCCC1	-2%	3%
COc1ccc(CN2CCN(C(=O)c3ccc4c(c3)CCC4)CC2)cc1OC	3%	?
O=C(O)C(Cc1ccc(O)c([N+](=O)[O-])c1)N1C(=O)c2ccccc2C1=O (stereo unspecified)	3%	20%
COc1cc(NC(=O)CCC(=O)N2CCN(S(=O)(=O)c3ccc(C)cc3)CC2)cc(OC)c1	-1%	?
O=C(NCc1cccc(Br)c1)C1CC2Cn3c(nc4ccccc43)C2N1Cc1ccccc1 (stereo unspecified)	-2%	-16%
CC1(C)NC(=O)N(CC(=O)OCC(=O)Nc2c(Br)cc([N+](=O)[O-])cc2Br)C1=O	-8%	18%

# Looked up by structure from above (2):
molecule	TbPYK inhibitor	HCV inh
COc1ccc2c(c1)OC[C@H]1[C@H]2N2C(=O)c3ccc(C)cc3NC(=O)[C@@]2(C)[C@H]1c1ccccc1	?	?
CN(C(=O)CSc1nnc(Cc2ccccc2F)n1N)C1CCCCC1	-2%	3%

# Continued.
molecule	TbPYK inhibitor	HCV inh
COc1ccccc1C(=O)NC(=O)CSc1ccc(C)c(C)c1	-26%	11%
O=C(COC(=O)c1ccccc1O)NC(c1ccccc1)c1ccccc1	1%	10%
C#CCOCCOCCOCCNc1nc(N2CCN(C(=O)Cn3cc(CCO)nn3)CC2)nc(N2CCN(C(=O)[C@H](CCCCN)n3cc(CCCC)nn3)CC2)n1	3%	-1%[8.37 µM]
c1ccc(N2C3C4CC(C5CCCC54)C32)cc1 (stereo unspecified)	-5%	8%
O=C(C1CCCCC1)N1CCC(c2nc3c(nnn3Cc3ccccc3Cl)c(=O)[nH]2)CC1	-1%	17%
O=C(O)c1cc2ccccc2[nH]1	-12%	-1%
COc1cc2c(C(F)(F)F)c(-c3ccsc3)oc(=O)c2cc1OC	0%	5%
CC(=O)Nc1ccc(S(=O)(=O)Nc2ccc(N3CCCCC3)cc2)cc1	-5%	?
COc1cc2c(c(OC)c1OC)-c1ccc(SC)c(=O)cc1C(NC(C)=O)CC2 (stereo unspecified)	-1%	6%
Cc1ccc(S(=O)(=O)Nc2nc3ccccc3nc2N2CCOCC2)cc1	-2%	-9%
Cn1c(=O)[nH]c(=O)c2c1nc(N1CCNCC1)n2CCOc1ccccc1	4%	7%
C[C@H](CO)N1C[C@H](C)[C@@H](CN(C)CC2CCCCC2)Oc2c(NS(=O)(=O)c3cccs3)cccc2C1=O	0%	0%
COc1ccc(CNC(=O)C2(CC3CC(c4ccccc4)=NO3)CCN(C(=O)CCCCCBr)CC2)cc1 (stereo unspecified)	0%	11%
COC(=O)c1ccc(CNC(=O)Cn2cnc3c(SC)nc(N)nc32)cc1	-10%	?
Cc1cc(Cl)ccc1OCC(=O)N(Cc1ccco1)c1c(N)n(Cc2ccccc2)c(=O)[nH]c1=O	0%	?
O=C1/C(=C/c2ccccc2)CN(C(=O)CCN2CCOCC2)C/C1=C\c1ccccc1	-8%	?
COc1cc(O)cc2c1cc([N+](=O)[O-])c1c(C(=O)O)cc3c(c12)OCO3	-6%	7%
COc1ccccc1-c1cccc([C@@H]2C[C@H]3[C@H](CON3C)CN2Cc2ccccc2)c1	-2%	8.9µM*
CC1CN(CCc2ccccc2)C(C)C/C1=N/O (stereo unspecified)	-7%	15%
Cc1ccnc(SCC(=O)Nc2cccc(S(=O)(=O)N3CCOCC3)c2)n1	-7%	2%
Cn1ccnc1C(=O)Cc1ccc([N+](=O)[O-])cc1	-12%	-4%
O=C(NCc1cccc(C(F)(F)F)c1)C1CC2Cn3c(nc4ccccc43)C2N1Cc1ccccc1 (stereo unspecified)	2%	7%
CCc1nc2ccccc2c(C(=O)OCC(=O)NC2CCCC2)c1C	10%	?
COC(=O)C1=C(c2cc3ccccc3o2)C[C@@H]2CC[C@H]1N2C(=O)NC1CCCCC1	-5%	7.9µM*
C[C@H](CO)N1C[C@H](C)[C@@H](CN(C)S(=O)(=O)c2cccs2)Oc2c(NC(=O)C3CC3)cccc2C1=O	4%	18%
O=c1[nH]c(=S)[nH]c2scc(-c3ccc(Br)cc3)c12	-11%	16%
CCn1c(=S)sc2nc(C)sc21	-20%	16%
O=C(O)C(c1ccccc1)C(O)C1CC=CCC1 (stereo unspecified)	-1%	16%
CC1(c2nnc(Cc3ccccc3)o2)CC(c2ccccc2)=NO1 (stereo unspecified)	-3%	-1%
O=C1CN(C(=O)COC(=O)CCc2ccccc2O)c2ccccc2N1	0%	3%
CN(C(=O)c1cccc(NC(=O)Cc2ccc(NC(=O)C3CCCN(C(=O)CCc4ccccc4)C3)cc2)c1)C1CCCCC1 (stereo unspecified)	-5%	3.2µM*
CC(C)C[C@@H](CNCC(=O)[C@H](CC(C)C)NC(=O)c1[nH]cnc1C(=O)N[C@@H](C)CN)NC(=O)c1nc[nH]c1C(=O)N[C@@H](Cc1ccccc1)C(=O)O	-3%	-9%
C=CCCC1(CC(C)C)C(=O)NC(=S)NC1=O	-1%	31%[activator]
COc1ccc(-c2noc(CCC(=O)N3CCN(c4ccc(Cl)cc4)CC3)n2)cc1	0%	?
COc1ccc(NC(=O)Nc2cccc3c2O[C@H](CN(C)C(=O)NC2CCCCC2)[C@@H](C)CN([C@H](C)CO)C3=O)cc1	1%	?
CCOC(=O)C1=C(C)c2ccccc2OC1(C)C(=O)OCC (stereo unspecified)	1%	-17%
COC(=O)c1ccc(/C=C/C(=O)OCC(=O)Nc2cc(C)on2)cc1	1%	-4%
O=C1c2cc(Cl)ccc2-c2c(O)cc(Cl)cc21	5%	?
